High-throughput results (PubChem BioAssay)
Mcl1 Bid PPI: Mcl-1/Bid interaction inhibition. TR-FRET Mcl-1/Bid-Dy647 peptide binding, 1536-well. inhibition, % at 21.7 µM. hit rate 0.97% among 220,000. AID 1021;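 active = compounds that cut the binding signal by more than half at the single screening dose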;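 note: His-tagged Mcl-1 with europium anti-His antibody binding Bid BH3 peptide; 0% = Mcl-1 plus peptide wells and 100% = peptide-only wells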
Target sequence (Q07820 whole entry, looked up): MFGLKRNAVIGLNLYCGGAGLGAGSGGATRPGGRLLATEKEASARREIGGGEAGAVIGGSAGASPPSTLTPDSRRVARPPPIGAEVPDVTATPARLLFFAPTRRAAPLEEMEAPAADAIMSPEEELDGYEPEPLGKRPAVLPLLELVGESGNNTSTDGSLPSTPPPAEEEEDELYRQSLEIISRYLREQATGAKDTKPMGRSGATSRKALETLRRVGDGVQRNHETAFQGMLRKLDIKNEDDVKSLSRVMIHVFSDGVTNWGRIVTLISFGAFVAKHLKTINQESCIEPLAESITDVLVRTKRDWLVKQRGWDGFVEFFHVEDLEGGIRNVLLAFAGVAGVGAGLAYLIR
Avidin fluor: compound fluoresces at 488/530 nm on avidin beads; compound fluorescence 488/530 nm, flow cytometry; hits give high values; fluorescence (KMESF) at 10 µM; hit rate 0.38% among 220,000; AID 1775; in the data active = fluorescence above about 47; note: inactives centre near 10
Pf gamet viab: P. falciparum stage V gametocyte viability inhibition. AID 743093. inhibition, % at 10.9 µM. hit rate 0.065% among 150,000. P. falciparum stage V gametocytes, ATP luminescence, 24 h;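 active = inhibition above the mean plus 3 SD of compounds within the control limits, set per campaign, cut at about 38% in these data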;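 note: 0% = DMSO wells and 100% = medium only without gametocytes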
Mcl1 Noxa PPI: Mcl-1/Noxa interaction inhibition | Q07820 | hit rate 1.5% among 220,000 | AID 1022 | inhibition, % at 21.7 µM | TR-FRET Mcl-1/Noxa peptide binding, 2 h;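 active = compounds that cut the protein-peptide binding signal by more than 50% relative to plate controls in a single-dose test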;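 note: His-tagged Mcl-1 with rhodamine Noxa BH3 peptide and terbium anti-His antibody; 0% = Mcl-1 plus Noxa peptide wells and 100% = peptide-only wells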
HRas wt GTP bind: modulators of GTP binding to human HRas wildtype | GST-Ras wt beads, Bodipy-FL-GTP binding, flow cytometry; actives lie on both sides | GTP binding activity, % at 10 µM | hit rate 0.14% among 190,000;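 active = GTP binding activity at least 20% away from the 100% baseline, either lowered as inhibitor or raised as activator; inconclusive = flagged as likely green fluorescent, judged across all proteins in the well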;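 note: 0% = unlabeled GTP competition control and 100% = no-compound control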
Target sequence (P01112 whole entry, looked up): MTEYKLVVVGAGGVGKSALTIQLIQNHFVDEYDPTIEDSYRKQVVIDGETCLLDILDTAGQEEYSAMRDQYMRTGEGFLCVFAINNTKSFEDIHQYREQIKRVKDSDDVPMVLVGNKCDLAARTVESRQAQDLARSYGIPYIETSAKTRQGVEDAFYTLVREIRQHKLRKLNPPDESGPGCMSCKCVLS
Rac1 wt GTP bind: modulators of human Rac1 wildtype GTP binding; P63000; GTP binding activity (% of control), % at 10 µM; GST-Rac1 beads, fluorescent GTP binding, flow cytometry; actives lie on both sides; 0 = cold GTP competed, 100 = untreated; hit rate 0.27% among 190,000;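 active = GTP binding activity at least 20 points away from the 100% control level, either lower or higher; inconclusive = compound flagged as likely green fluorescent, judged across all proteins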
Rab2A wt mod: changes GTP binding to wildtype dog Rab2A, up or down | P61105 | GST-Rab2 wt beads, Bodipy-GTP binding, flow cytometry | GTP binding activity, % at 10 µM | hit rate 0.19% among 190,000 | AID 760;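 active = GTP binding activity at least 20 points away from 100%, either lowered or raised; inconclusive = signal likely due to the compound's own green fluorescence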;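 note: 0% = beads with excess unlabeled GTP and 100% = no-compound control corrected for plate trend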
Rac1 mut GTP: human Rac1 activated mutant GTP binding change; P63000; GST-Rac1 activated beads, fluorescent GTP binding, flow cytometry; actives lie on both sides; 100% means binding = to untreated wells; percent activity (GTP binding), % at 10 µM; hit rate 0.11% among 190,000; AID 764;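 active = GTP binding at least 20 percentage points away from the 100% baseline, in either direction, so actives lie on both sides; inconclusive = Compound likely fluorescent itself, or too few beads counted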
Cdc42 wt GTP: human Cdc42 wildtype GTP binding change, either direction. percent activity (GTP binding), % at 10 µM. P60953. hit rate 0.2% among 190,000. AID 761. GST-Cdc42 beads, Bodipy-GTP binding, flow cytometry; actives lie on both sides;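 active = percent activity GTP binding at least 20 points away from the 100% baseline, either down as inhibitor or up as activator; inconclusive = compound flagged as likely green fluorescent from well-wide comparison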;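 note: median bead fluorescence of bound Bodipy-FL-GTP at 100 nM; 0% = excess unlabeled GTP control and 100% = no compound control; below 100% means less GTP binding so inhibitor and above means activator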
Target sequence (P60953 whole entry, looked up): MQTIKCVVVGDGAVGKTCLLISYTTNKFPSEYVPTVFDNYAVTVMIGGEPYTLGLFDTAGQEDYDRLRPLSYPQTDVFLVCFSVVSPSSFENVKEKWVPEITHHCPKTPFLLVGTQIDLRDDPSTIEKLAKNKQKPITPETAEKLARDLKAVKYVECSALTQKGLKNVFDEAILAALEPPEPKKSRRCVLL
Rab7 wt modul: alters GTP binding to wildtype dog Rab7. GST-Rab7 beads, fluorescent GTP binding, flow cytometry; actives lie on both sides; untreated = 100%, excess cold GTP = 0%. GTP binding activity (percent of control), % at 10 µM. hit rate 0.055% among 190,000. AID 758;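 active = fluorescent GTP binding to Rab7 beads changed by at least 20 points from the 100% baseline, either direction, mostly lower; inconclusive = compound itself probably fluorescent, or too few beads counted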;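 note: median green fluorescence of bound Bodipy-FL-GTP per Rab7 bead population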
Mcl-1 Bim block: human Bim-Mcl-1 interaction inhibition; Q07820; Bead-based flow cytometry, Bim peptide-Mcl-1 binding; inhibition, % at 10 µM; hit rate 0.1% among 190,000; AID 1009; in the data active = inhibition above about 40%;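 note: 0% = no compound tracer wells and 100% = peptide blocker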
An asterisk follows results filed as active.

Results for CC(C)(C)NC(=O)NC(=O)COC(=O)c1ccc(OC(F)(F)F)cc1 ?
Mcl1 Bid PPI: -21; Avidin fluor: 17; Pf gamet viab: -6; Mcl1 Noxa PPI: -7; HRas wt GTP bind: 101; Rac1 wt GTP bind: 103; Rab2A wt mod: 100; Rac1 mut GTP: 101; Cdc42 wt GTP: 101; Rab7 wt modul: 99; Mcl-1 Bim block: -1

How did COc1ccc(OC)c(NC(=O)c2[nH]c(C)c(C(C)=O)c2C)c1 do in these assays?
Mcl1 Bid PPI: -20; Avidin fluor: 7; Pf gamet viab: -23; Mcl1 Noxa PPI: -7; HRas wt GTP bind: 96; Rac1 wt GTP bind: 97; Rab2A wt mod: 93; Rac1 mut GTP: 96; Cdc42 wt GTP: 96; Rab7 wt modul: 95; Mcl-1 Bim block: -1

How did O=C(NCCN1CCOCC1)C1CCC(=O)N1Cc1ccccc1Cl (centres undefined) do in these assays?
Mcl1 Bid PPI: -10; Avidin fluor: 8; Mcl1 Noxa PPI: 11; HRas wt GTP bind: 99; Rac1 wt GTP bind: 100; Rab2A wt mod: 101; Rac1 mut GTP: 98; Cdc42 wt GTP: 101; Rab7 wt modul: 100; Mcl-1 Bim block: 0

Results for CCOC(=O)C1=C(N)Oc2cc(C)[nH]c(=O)c2C1c1ccncc1 (centres undefined) ?
Mcl1 Bid PPI: -11; Avidin fluor: 6; Mcl1 Noxa PPI: 16; HRas wt GTP bind: 98; Rac1 wt GTP bind: 100; Rab2A wt mod: 96; Rac1 mut GTP: 97; Cdc42 wt GTP: 98; Rab7 wt modul: 98; Mcl-1 Bim block: -2

Results for Cc1ccc(S(=O)(=O)N2CCOCC2)cc1C(=O)NCCN1C(=O)S/C(=C\c2ccccc2Cl)C1=O ?
Mcl1 Bid PPI: -25; Avidin fluor: 1; Pf gamet viab: -5; Mcl1 Noxa PPI: 9; HRas wt GTP bind: 101; Rac1 wt GTP bind: 106; Rab2A wt mod: 98; Rac1 mut GTP: 102; Cdc42 wt GTP: 99; Rab7 wt modul: 106; Mcl-1 Bim block: -6

How did N/C(=N\OC(=O)c1ccc(Br)cc1)c1ccccc1 do in these assays?
Mcl1 Bid PPI: -1; Avidin fluor: 8; Pf gamet viab: 9; Mcl1 Noxa PPI: 11; HRas wt GTP bind: 97; Rac1 wt GTP bind: 93; Rab2A wt mod: 96; Rac1 mut GTP: 95; Cdc42 wt GTP: 96; Rab7 wt modul: 94; Mcl-1 Bim block: -6

Results for CC1CN(S(=O)(=O)c2ccccc2)CC(C)O1 (centres undefined) ?
Mcl1 Bid PPI: 8; Avidin fluor: 21; Mcl1 Noxa PPI: 22; HRas wt GTP bind: 99; Rac1 wt GTP bind: 103; Rab2A wt mod: 99; Rac1 mut GTP: 99; Cdc42 wt GTP: 102; Rab7 wt modul: 98; Mcl-1 Bim block: -3

What do the screens show for `CCC(=O)Nc1ccc(Cl)c(NC(=S)NC(=O)COc2ccccc2)c1`?
Mcl1 Bid PPI: -11; Avidin fluor: 16; Pf gamet viab: -9; Mcl1 Noxa PPI: -3; HRas wt GTP bind: 100; Rac1 wt GTP bind: 101; Rab2A wt mod: 100; Rac1 mut GTP: 102; Cdc42 wt GTP: 100; Rab7 wt modul: 95; Mcl-1 Bim block: 4

What do the screens show for `O=C(C1=NN(c2ccccc2)C2C(=O)N(c3cccc(Cl)c3)C(=O)C12)c1ccccc1` (centres undefined)?
Mcl1 Bid PPI: -12; Avidin fluor: 3; Pf gamet viab: 4; Mcl1 Noxa PPI: -159; HRas wt GTP bind: 101; Rac1 wt GTP bind: 102; Rab2A wt mod: 100; Rac1 mut GTP: 102; Cdc42 wt GTP: 104; Rab7 wt modul: 98; Mcl-1 Bim block: 5

How did Cc1ccc(S(=O)(=O)NCCCC(=O)O)cc1 do in these assays?
Mcl1 Bid PPI: -25; Avidin fluor: 11; Pf gamet viab: 27; Mcl1 Noxa PPI: 5; HRas wt GTP bind: 96; Rac1 wt GTP bind: 98; Rab2A wt mod: 100; Rac1 mut GTP: 99; Cdc42 wt GTP: 98; Rab7 wt modul: 103; Mcl-1 Bim block: 0

How did Cc1ccccc1CSc1nnc(-c2ccco2)n1Cc1ccco1 do in these assays?
Mcl1 Bid PPI: -12; Avidin fluor: 10; Mcl1 Noxa PPI: 11; HRas wt GTP bind: 102; Rac1 wt GTP bind: 102; Rab2A wt mod: 102; Rac1 mut GTP: 103; Cdc42 wt GTP: 102; Rab7 wt modul: 106; Mcl-1 Bim block: 0

How did COc1cc(NS(=O)(=O)c2ccc(NC(C)=O)cc2)ncn1 do in these assays?
Mcl1 Bid PPI: -35; Avidin fluor: 11; Pf gamet viab: -22; Mcl1 Noxa PPI: -5; HRas wt GTP bind: 101; Rac1 wt GTP bind: 103; Rab2A wt mod: 101; Rac1 mut GTP: 98; Cdc42 wt GTP: 101; Rab7 wt modul: 94; Mcl-1 Bim block: 3

What do the screens show for `O=C(O)c1cccn2c(=O)c3ccccc3nc12`?
Mcl1 Bid PPI: -7; Avidin fluor: 9; Mcl1 Noxa PPI: -2; HRas wt GTP bind: 97; Rac1 wt GTP bind: 99; Rab2A wt mod: 99; Rac1 mut GTP: 100; Cdc42 wt GTP: 98; Rab7 wt modul: 99; Mcl-1 Bim block: -1

How did C#CC[N+](C)(C)CC#Cc1ccc(C)cc1 do in these assays?
Mcl1 Bid PPI: -34; Avidin fluor: 24; Pf gamet viab: -14; Mcl1 Noxa PPI: -8; HRas wt GTP bind: 97; Rac1 wt GTP bind: 96; Rab2A wt mod: 98; Rac1 mut GTP: 96; Cdc42 wt GTP: 95; Rab7 wt modul: 104; Mcl-1 Bim block: -1

How did CCN(CC)C(=O)Cn1cc(S(=O)(=O)CC(=O)NC2CCCCC2)c2ccccc21 do in these assays?
Mcl1 Bid PPI: -12; Avidin fluor: 8; Pf gamet viab: 4; Mcl1 Noxa PPI: 7; HRas wt GTP bind: 96; Rac1 wt GTP bind: 95; Rab2A wt mod: 97; Rac1 mut GTP: 94; Cdc42 wt GTP: 93; Rab7 wt modul: 101; Mcl-1 Bim block: 0

What do the screens show for `Cc1cc(C)c(OCC(=O)Nc2cccc(NC(=O)c3ccco3)c2)c(Br)c1`?
Mcl1 Bid PPI: 10; Avidin fluor: 5; Mcl1 Noxa PPI: 25; HRas wt GTP bind: 95; Rac1 wt GTP bind: 96; Rab2A wt mod: 93; Rac1 mut GTP: 95; Cdc42 wt GTP: 98; Rab7 wt modul: 94; Mcl-1 Bim block: -4

Results for O=C(Cc1c(F)cccc1Cl)NCCN1CCOCC1 ?
Mcl1 Bid PPI: -26; Avidin fluor: 8; Mcl1 Noxa PPI: -4; HRas wt GTP bind: 94; Rac1 wt GTP bind: 100; Rab2A wt mod: 98; Rac1 mut GTP: 98; Cdc42 wt GTP: 99; Rab7 wt modul: 94; Mcl-1 Bim block: -4

What do the screens show for `Nc1cc(Cl)nc(N/N=C/c2ccccc2[N+](=O)[O-])n1`?
Mcl1 Bid PPI: -16; Avidin fluor: 3; Mcl1 Noxa PPI: 4; HRas wt GTP bind: 102; Rac1 wt GTP bind: 108; Rab2A wt mod: 102; Rac1 mut GTP: 102; Cdc42 wt GTP: 105; Rab7 wt modul: 100; Mcl-1 Bim block: -6

Results for Cc1ccccc1-c1nnc(SCC(=O)Nc2ccc(Cl)cc2)n1N ?
Mcl1 Bid PPI: 1; Avidin fluor: 6; Pf gamet viab: 0; Mcl1 Noxa PPI: -3; HRas wt GTP bind: 98; Rac1 wt GTP bind: 101; Rab2A wt mod: 96; Rac1 mut GTP: 96; Cdc42 wt GTP: 100; Rab7 wt modul: 100; Mcl-1 Bim block: 0

Results for CCOC(=O)c1sc(NC(=O)CSc2n[nH]c(-c3ccncc3)n2)c(C#N)c1C ?
Mcl1 Bid PPI: -16; Avidin fluor: 6; Mcl1 Noxa PPI: 14; HRas wt GTP bind: 94; Rac1 wt GTP bind: 95; Rab2A wt mod: 93; Rac1 mut GTP: 91; Cdc42 wt GTP: 95; Rab7 wt modul: 91; Mcl-1 Bim block: 2

What do the screens show for `Cc1ccccc1C(=O)/C(C#N)=N/Nc1c(C)n(C)n(-c2ccccc2)c1=O`?
Mcl1 Bid PPI: -33; Avidin fluor: 15; Pf gamet viab: -9; Mcl1 Noxa PPI: -39; HRas wt GTP bind: 100; Rac1 wt GTP bind: 102; Rab2A wt mod: 101; Rac1 mut GTP: 100; Cdc42 wt GTP: 99; Rab7 wt modul: 97; Mcl-1 Bim block: 1

What do the screens show for `COc1ccc(-c2noc(CCC(=O)NCc3cccnc3)n2)cc1`?
Mcl1 Bid PPI: 14; Avidin fluor: 4; Mcl1 Noxa PPI: 13; HRas wt GTP bind: 103; Rac1 wt GTP bind: 105; Rab2A wt mod: 102; Rac1 mut GTP: 101; Cdc42 wt GTP: 104; Rab7 wt modul: 101; Mcl-1 Bim block: 2

How did COc1ccc2c(c1OC)C(=O)OC2CC(=O)O (centres undefined) do in these assays?
Mcl1 Bid PPI: -10; Avidin fluor: 14; Mcl1 Noxa PPI: -64; HRas wt GTP bind: 101; Rac1 wt GTP bind: 100; Rab2A wt mod: 100; Rac1 mut GTP: 100; Cdc42 wt GTP: 102; Rab7 wt modul: 100; Mcl-1 Bim block: -3

Results for COc1cc(SC)ccc1C(=O)N1CCN(Cc2ccccc2)CC1 ?
Mcl1 Bid PPI: -48; Avidin fluor: 8; Mcl1 Noxa PPI: -12; HRas wt GTP bind: 97; Rac1 wt GTP bind: 97; Rab2A wt mod: 97; Rac1 mut GTP: 96; Cdc42 wt GTP: 95; Rab7 wt modul: 102; Mcl-1 Bim block: 0

What do the screens show for `Cc1cc(C)c(S(=O)(=O)c2ccc(Cl)cc2C)c(Cl)n1`?
Mcl1 Bid PPI: -10; Avidin fluor: 12; Pf gamet viab: 6; Mcl1 Noxa PPI: 6; HRas wt GTP bind: 97; Rac1 wt GTP bind: 95; Rab2A wt mod: 96; Rac1 mut GTP: 96; Cdc42 wt GTP: 97; Rab7 wt modul: 98; Mcl-1 Bim block: -1

Results for S=c1[nH]nc(COc2cccc(Cl)c2)n1Cc1ccccc1 ?
Mcl1 Bid PPI: -15; Avidin fluor: 8; Pf gamet viab: 19; Mcl1 Noxa PPI: 23; HRas wt GTP bind: 95; Rac1 wt GTP bind: 96; Rab2A wt mod: 97; Rac1 mut GTP: 90; Cdc42 wt GTP: 94; Rab7 wt modul: 100; Mcl-1 Bim block: -2

What do the screens show for `COc1cccc(C(=O)N2CCSC2=S)c1`?
Mcl1 Bid PPI: -39; Avidin fluor: 3; Mcl1 Noxa PPI: 4; HRas wt GTP bind: inconclusive; Rac1 wt GTP bind: inconclusive; Rab2A wt mod: inconclusive; Rac1 mut GTP: inconclusive; Cdc42 wt GTP: inconclusive; Rab7 wt modul: inconclusive; Mcl-1 Bim block: -5

How did COc1ccccc1N(CC(=O)N/N=C(\C)c1cccc(Br)c1)S(C)(=O)=O do in these assays?
Mcl1 Bid PPI: -7; Avidin fluor: 4; Pf gamet viab: 11; Mcl1 Noxa PPI: 2; HRas wt GTP bind: 99; Rac1 wt GTP bind: 105; Rab2A wt mod: 100; Rac1 mut GTP: 99; Cdc42 wt GTP: 100; Rab7 wt modul: 100; Mcl-1 Bim block: -1
